Assay outcomes deposited in PubChem BioAssay by National Center for Advancing Translational Sciences (NCATS).
HP1b chromo inh: blocks HP1-beta chromodomain binding to methylated histone tails | P83916 | Potency, µM (series often up to 114 µM), inactives show top-dose activity change, negative = inhibition, usual class: inhibitors | AID 540317 | 390,000 tested, 0.56% active | AlphaScreen HP1-beta / biotin-H3K9me3 peptide binding; note: nearly all actives have a fitted effect of over 70% in size; inactives centre near 23
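HP1-beta protein (50 nM final) preincubated 30 min at room temperature with biotinylated H3(1-18)K9me3 peptide (50 nM) in PBS pH 7.4, 0.01% Tween-20, then compound added for 30 min. AlphaScreen streptavidin donor/nickel chelate acceptor beads (10 ug/mL final), 30 min dark, luminescence read.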
Tb PGK inh: blocks T. brucei phosphoglycerate kinase. AID 602233. 380,000 tested, 0.043% active. P07378. Potency, µM (top dose mostly 57.5 µM), for the others: at the top dose activity change, negative = inhibition, actives largely listed as inhibitors. PGK/GAPDH coupled, Kinase-Glo luminescence, 60 min; note: % is set by controls: 0 for no effect and ±100 for the full control effect; nearly all actives have a fitted effect of over 60% in size
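Luminescent ATP detection (Kinase-Glo Plus) follows a 60-minute room-temperature incubation, with wells lacking PGK as controls. Buffer: 100 mM TEA (pH 7.6), 5 mM MgCl2, 0.01% Tween-20. Coupling enzyme GAPDH (100 nM final) supplies unstable 1,3-BPG in-well.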
Pin1 inhibitor: blocks the human prolyl isomerase Pin1; Q13526; Pin1 FP peptide displacement, HiFluor488, 10 min; Potency, µM (doses to about 115 µM), inactives show top-dose activity, negative = inhibition, actives largely listed as inhibitors; 390,000 tested, 0.009% active; AID 504891; active = well fitted inhibition curve with a large enough effect in the polarisation, with a control signal flat, not every such curve was filed as active; inconclusive = small, poorly fitted or top-dose-only effect, or effect the other way, or a change in a side signal; inactive = no such curve, though single readings can be large or run the other way; the % refers to the polarisation; note: % is set by controls: 0 for no effect and ±100 for the full control effect
JMJD2A Tudor: JMJD2A Tudor domain (human) inhibition. AlphaScreen JMJD2A-Tudor / H3K4me3 peptide binding. Potency, µM (top dose mostly 114 µM), for inactives: at the top dose activity change, negative = inhibition, usual class: inhibitors. 390,000 tested, 4.4% active; note: % is set by controls: 0 for no effect and ±100 for the full control effect; nearly all actives have a fitted effect of over 50% in size
POLI inh: blocks human DNA polymerase iota activity. Pol iota fluorescent replication assay, 10 min. Q9UNA4. Potency, µM (series often up to 115 µM), inactives show at the top dose activity, negative = inhibition, hits mostly inhibitors. AID 588590. 390,000 tested, 1% active
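Fluorescent replication assay read twice, at 0 min and 10 min after adding 50 nM (final) substrate. Enzyme (10 nM) and compounds were first incubated 15 min at room temperature; enzyme-free buffer wells were negative controls.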
BLM helicase inh: blocks DNA unwinding by human BLM helicase | recombinant BLM DNA unwinding, fluorescence dequenching | Potency, µM (top dose mostly 56.1 µM), inactives show at the top dose activity change, negative = inhibition, usual class: inhibitors | AID 2528 | 350,000 tested, 0.2% active;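 note: plate controls were vehicle for no effect and no enzyme for full effect; nearly all actives have a fitted effect of over 35% in size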
BAZ2B block: BAZ2B (human) inhibition; Q9UIF8; AID 504333; AlphaScreen BAZ2B-H3K14Ac peptide displacement; 360,000 tested, 4.4% active; Potency, µM (highest dose often 114 µM), for inactives: at the top dose activity change, negative = inhibition, hits mostly inhibitors; note: % is set by controls: 0 for no effect and ±100 for the full control effect; nearly all actives have a fitted effect of over 60% in size
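Multi-concentration screen (max 110 uM) measuring displacement of acetylated histone H3 peptide from BAZ2B by AlphaScreen, using 50 nM protein, 50 nM peptide and 10 ug/mL streptavidin donor plus Ni-chelate acceptor beads.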
GLS inhibitor: glutaminase GLS (human) inhibition; O94925; GLS enzymatic activity, qHTS titration; Potency, µM (titrated, usually from 45.5 µM), for the others: top-dose activity change, negative = inhibition, usual class: inhibitors; 410,000 tested, 0.21% active; note: % is set by controls: 0 for no effect and ±100 for the full control effect
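Coupled fluorescence readout: glutamate oxidase/HRP/Amplex Red detect glutamate formed by hKGA from L-glutamine (1 mM solution added). Buffer 45 mM KH2PO4 pH 8.2, 0.02% Tween-20; reads at t0 and 30 min RT.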
G9a block: blocks human histone lysine methyltransferase G9a; AID 504332; Potency, µM (doses to about 102 µM), without a hit: at the top dose activity, negative = inhibition, actives largely listed as inhibitors; G9a H3K9 monomethylation, AlphaScreen, 2 h; 350,000 tested, 8.8% active; Q96KQ7; note: % is set by controls: 0 for no effect and ±100 for the full control effect; nearly all actives have a fitted effect of over 75% in size
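AlphaScreen detection with an anti-monomethyl H3K9 antibody quantified product after a 2 h room-temperature reaction containing 500 nM biotinylated H3K9 peptide, 20 µM SAM and 20 nM enzyme, which had been preincubated 15 min with compound.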
* hit, by the source's call; i = inactive; ? = inconclusive; . = not tested or not shown; & = joins results of further samples; [ ] = remark or other dose. Unless noted, calls come from the whole dose curve; as a rule, active = well fitted curve in the direction sought with a large enough effect; inconclusive = small, poorly fitted or top-dose-only effect, or another doubt; inactive = no such curve, though single readings can be large; an effect the other way counts as inactive or inconclusive. Potency is the fitted concentration of half-maximal effect. Only part of the results is shown. The share of hits here may be higher or lower than overall.

Sample of the layout (two entries):
SMILES	HP1b chromo inh	Tb PGK inh	Pin1 inhibitor	JMJD2A Tudor	POLI inh	BLM helicase inh	BAZ2B block	GLS inhibitor	G9a block
Cc1ccc(S(=O)(=O)NCCC(=O)N2CCOCC2)cc1C	25%	2%	-1%	-4%	23%	.	10%	-3%	-2%
CC(=O)NNC(=O)CSc1nnc(-c2ccccc2)c(-c2ccccc2)n1	30%	0%	?	-32%	?	-9%	?	2%	.

The listing, from the start:
SMILES	HP1b chromo inh	Tb PGK inh	Pin1 inhibitor	JMJD2A Tudor	POLI inh	BLM helicase inh	BAZ2B block	GLS inhibitor	G9a block
Cc1ccc(S(=O)(=O)NCCC(=O)N2CCOCC2)cc1C	25%	2%	-1%	-4%	23%	.	10%	-3%	-2%
CC(=O)NNC(=O)CSc1nnc(-c2ccccc2)c(-c2ccccc2)n1	30%	0%	?	-32%	?	-9%	?	2%	.
CCOC(=O)Cc1csc(N/N=C\c2ccccc2OC)n1	-1%	-10%	8%	-26%	8%	-6%	?	12%	.
COc1cc(C)c(S(=O)(=O)n2c([N+](=O)[O-])cnc2C)cc1C	48%[activator]	5%	?	?	53%[activator]	-6%	-10%	3%	17%[0.501 µM]
CCN(CCNC(=O)C1CCN(c2nnc(-n3cccc3)s2)CC1)c1ccccc1	11%	0%	3%	-30%	23%	2%	-33%	9%	16µM*
N#CC[C@H](Cc1ccccc1)N1CC[C@@H](NC(=O)OCc2ccccc2)CCC1=O	27%	0%	-2%	-25%	19%&27%	-4%	-33%	3%	?
CC1(C)CC(=O)C(C(C2=C(O)CC(C)(C)CC2=O)c2cccc(O)c2)C(=O)C1 (stereo unspecified)	44%	i	-4%	-12%	-16%	0%	3%	32%[activator]	?
O=C(COC(=O)c1ccc(Cl)cc1O)NCCN1C(=O)CSC1=O	13%	-4%	8%	-12%	-10%	1%	-24%	-1%	30%[activator][12.7 µM]
CCN(CC)c1ccc(/C=N/NC(=O)OC(C)(C)C)cc1	-1%	5%	?	-20%	56%[activator]	-3%	?	3%	50µM*
CCCCCCc1cc2cc(/C(N)=N/NC(=O)c3ccncc3)c(=O)oc2cc1O	21%	6%	?	-26%	-13%	.	?	2%	2%[0.501 µM]
COc1ccc(Cn2c(CCC(=O)NCc3ccco3)nc3cccnc32)cc1	36%	-1%	-8%	-14%	2%	-1%	-28%	1%	-1%[59 µM]
O=C(CSc1ccc2nnc(CCNC(=O)c3ccccc3)n2n1)NCc1ccco1	31%	-7%	-6%	-4%	9%	-3%	-15%	-9%	3%
Cc1cccc(OCC(=O)NCc2ccncc2)c1C	55%[activator]	i	-12%	-12%	-8%	-2%	-5%	6%	?
COc1ccc(C(C)=O)cc1CN1C(=O)NC2(CCCC2)C1=O	44%[activator]	-6%	-4%	2%	30%	-1%	.	0%	-1%
O=c1oc(-c2ccccc2Br)nc2ccccc12	42%[activator]	5%	-8%	10%	13%	-8%	14%	7%	?
CCOCCn1[nH]c2ccccc2c1=O	54%[activator]	-4%	-9%	-13%	?	.	10%	16%	-9%[2.33 µM]
Cc1cc(N2CCN(c3ccccc3)CC2)n2nnnc2n1	40%	1%	11%	-5%	13%	-3%	6%	18%	-6%[12.7 µM]
CC(NC(=O)c1ccccc1N)c1ccccc1 (stereo unspecified)	25%	-1%	4%	-5%	104%[activator]	-3%	-34%	3%	-41%
CCCC(=O)Nc1nc2c(s1)CC(C(C)(C)C)CC2 (stereo unspecified)	35%	i	6%	-5%	27%	-6%	4%	3%	-12%[59 µM]
Nc1cc(=O)nc(SCC(=O)Nc2ccc(F)cc2)n1CCc1ccccc1	37%	-6%	4%	-12%	-15%	-3%	-17%	-7%	1%[59 µM]
CC(OC(=O)C1CCC1)C(=O)Nc1cc(Cl)cc(Cl)c1 (stereo unspecified)	69%[activator]	1%	-1%	23%	53%[activator]	.	42%[activator]	7%	14%[0.501 µM]
COC(=O)Cc1c(C)nc2nc(-c3ccccc3)[nH]n2c1=O	54%[activator]	-4%	-5%	10%	-4%	0%	6%	-10%	?
CC(C)COC(=O)N1C(COCc2ccccc2)CCC=CS1(=O)=O (stereo unspecified)	49%[activator]	.	4%	20%	-17%	-13%	.	.	.
CCCCC(=O)N=c1sc2c(OC)ccc(OC)c2n1C	59%[activator]	-5%	-10%	0%[11.4 µM]	-13%	-1%	6%	-9%	0%
Cc1nc2ccn(Cc3ccccc3)c(=O)c2cc1C(=O)N1CCN(c2ccccc2)CC1	14%	-2%	4%	-19%	23%	-3%	?	12%	24%
COc1ccc(C(=O)OCC(=O)NCCCc2ccccc2)c(OC)c1	23%	-4%	-1%	-4%	45%[activator]	-1%	6%	-1%	22%[2.33 µM]
CCc1ccc2occ(CC(=O)Nc3ccccc3C(F)(F)F)c2c1	20%	-20%	4%	3%	-15%	2%	-11%	-3%	-9%[59 µM]
Cc1noc(C)c1CN1C(=O)c2ccc([N+](=O)[O-])cc2C1=O	-13%	7%	1%	-8%	3%	0%	-3%	12%	-3%
CC(C)OCCCNC(=O)C1CCC(=O)N1C1CCCC1 (stereo unspecified)	29%	3%	-8%	-6%	17%	-3%	6%	-3%	7%
CCCCOc1ccc(-c2cc(C(=O)NNC(=S)NCC)c3ccccc3n2)cc1	17%	-10%	10%	?	2%	-10%	-11%	6%	5%[12.7 µM]
S=c1[nH]ncc2ccccc12	25%	.	4%	50µM*	10%	-4%	7%	-1%	45µM*
Cc1nnc(SCC(=O)NCc2ccccc2F)c2nn(-c3ccc(Cl)cc3)c(C)c12	12%	i	?	-29%	71µM*	-4%	0%	3%	-31%[59 µM]
O=C(c1ccccc1)N1CCCC(C(=O)N2CCCCC2)C1 (stereo unspecified)	45%[activator]	-3%	-9%	-7%	19%	-2%	-3%	0%	18%
COc1ccc(-n2ccnc(NCc3ccccc3Cl)c2=O)cc1OC	27%	-2%	3%	-11%	17%	-1%	-4%	-4%	8%[59 µM]
COc1ccc(-c2cc(-c3ccc4c(c3)NC(=O)CO4)nc3c2COc2ccc(C)cc2-3)cc1	31%	-6%	-4%	-9%	14%	-3%	-15%	-4%	1%[59 µM]
COc1ccc(CNC(=O)Cc2c(C)c3c(O)cc(C)cc3oc2=O)cc1	43%[activator]	-4%	1%	-8%	20%	-1%	-4%	14%	5%[59 µM]
O=C(COC(=O)/C=C/c1cccc(F)c1)Nc1ccc2[nH]c(=O)[nH]c2c1	15%	2%	0%	-3%	14%	.	-2%	-6%	-37%[59 µM]
Cc1ccc(/C=C2/NC(=O)N(Cc3ccc(Br)cc3)C2=O)o1	-2%	-1%	11%	50µM*	12%	-3%	-13%	2%	32µM*
COc1ccccc1Nc1c([N+](=O)[O-])cncc1[N+](=O)[O-]	-8%	4%	-1%	-31%	31%[activator]	-6%	?	-4%	?
O=C(NCC1CCCO1)c1ccc(COc2ccc(Cl)cc2)cc1 (stereo unspecified)	19%	-1%	7%	-13%	26%	-1%	-1%	-8%	9%
O=c1c2cc(F)ccc2[nH]c(=S)n1CCCN1CCOCC1	26%	-2%	2%	-30%	11%	-12%	-10%	-1%	50µM*
CCN1C(=O)c2ccccc2S(=O)(=O)c2ccc(C(=O)NCc3ccc(OC)cc3)cc21	31%	-3%	?	-20%	-12%	-10%	-22%	0%	-10%[59 µM]
COC(=O)c1cc2sc(C)cc2n1Cc1cccc(OC)c1	88%[activator]	.	4%	56%[activator]	7%	-7%	50%[activator]	3%	63%[activator][59 µM]
Oc1c(I)cc(Cl)c2cccnc12	4%	8%	3%	79µM*	48%&43%[activator]	-2%	40µM*	5%&-7%	35µM*
CCOC(=O)c1[nH]c(C)c(C(=O)OCC(=O)NCc2ccc(Cl)cc2)c1C	38%	-9%	16%	-5%	30%	.	-8%	-1%	18%[12.7 µM]
CCCCn1nnc(NC(=O)c2ccc(-c3cccc(Cl)c3)o2)n1	-8%	6%	20%	-30%	-21%[58.9 µM]	-9%	-4%	6%	.
Cc1ccc(C)c(NC(=O)CSc2nnc(CCCCCNC(=O)OC(C)(C)C)o2)c1	20%	5%	-2%	-17%	23%	1%	0%	0%	-24%[59 µM]
Cc1ccc(C2(C)NC(=O)N(CC(=O)Nc3ccc(Cl)c(S(=O)(=O)N4CCCCC4)c3)C2=O)cc1 (stereo unspecified)	16%	0%	34%[activator]	-27%	9%	.	-2%	-1%	40µM*
O=C(CCCOc1ccc(Cl)cc1Cl)Nc1cccnc1	26%	-9%	-2%	-16%	14%	-8%	5%	0%	45µM*
CCS(=O)(=O)C1=NSC2=NC(=O)/C(=C\c3ccc(OS(=O)(=O)c4ccccc4)c(OC)c3)C(=N)N21	-5%[57 µM]	-2%	16%	56µM*	-13%	-14%	50µM*	30%[activator]	40µM*
(continued)
SMILES	HP1b chromo inh	Tb PGK inh	Pin1 inhibitor	JMJD2A Tudor	POLI inh	BLM helicase inh	BAZ2B block	GLS inhibitor	G9a block
CC(=O)Nc1ccc(OC(F)(F)C(F)C(F)(F)F)c(NC(C)=O)c1 (stereo unspecified)	17%	1%	-6%	-15%	14%	-4%	-3%	-2%	8%[12.7 µM]
COc1ccc(NC(=O)CCS(=O)(=O)c2cccc3nonc23)cc1Cl	4%&13%	8%	-3%&3%	-20%&-21%	39%&53%[activator]	-3%&-7%	-10%&-1%	8%&2%	2%[59 µM]
Cc1nnsc1C(=O)N1CCCC(N2CCN(c3cccc(C(F)(F)F)c3)CC2)C1 (stereo unspecified)	16%	-2%	-2%	-10%	15%	0%	-13%	4%	8%
C=CCn1c(=O)c2c(nc3n2CC(C)CN3Cc2ccccc2)n(C)c1=O (stereo unspecified)	11%[57 µM]	i	-2%	-16%	29%	-2%	?	8%	?
COc1ccc(C(C(=O)NC2CCCCC2)N(C(=O)c2sc(C)nc2C)c2ccccc2C)cc1 (stereo unspecified)	5%	.	-8%	-23%	?	3%	-33%[57.1 µM]	0%	39%[0.501 µM]
COC(=O)N/N=C/c1cc(Cl)cc(Cl)c1OCc1ccccc1F	15%	1%	-4%	-7%	8%	-1%	4%	1%	-13%[59 µM]
